High-throughput results from PubChem BioAssay.
GSK3A inh = blocks human GSK-3 alpha kinase; P49840; ADP-Glo luminescence, 60 min; inhibition, % at 10 µM; actives 0.1% (n = 320,000); AID 2650;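 in the data active = inhibition above about 50%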;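 also: GST-tagged GSK-3 alpha with peptide substrate and 25 µM ATP; 0% = DMSO neutral wells and 100% = GW8510 positive control wells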
GSK3B inh = human GSK3beta kinase inhibition; GST-GSK3beta kinase, ADP-Glo luminescence, 60 min; stronger effect = lower value; AID 2097; actives 0.038% (n = 300,000); P49841; activity score (negative = inhibition), % at 10 µM;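 active = more than half of replicate wells score below -50%, meaning over 50% inhibition versus plate controls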;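 also: 0% = median DMSO wells and -100% = median GW8510 positive control wells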
Target sequence (P49841 whole entry, looked up): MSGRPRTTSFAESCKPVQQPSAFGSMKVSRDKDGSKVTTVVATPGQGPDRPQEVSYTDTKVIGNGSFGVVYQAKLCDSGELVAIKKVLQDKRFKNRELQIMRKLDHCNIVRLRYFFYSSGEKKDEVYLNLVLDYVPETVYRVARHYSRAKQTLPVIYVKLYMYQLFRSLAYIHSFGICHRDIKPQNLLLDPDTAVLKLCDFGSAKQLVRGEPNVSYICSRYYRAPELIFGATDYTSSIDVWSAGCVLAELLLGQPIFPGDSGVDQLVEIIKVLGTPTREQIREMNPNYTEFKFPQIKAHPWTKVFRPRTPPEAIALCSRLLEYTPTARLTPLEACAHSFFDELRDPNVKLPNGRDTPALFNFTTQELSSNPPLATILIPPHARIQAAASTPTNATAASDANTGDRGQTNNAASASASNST
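Test system – GST-tagged human GSK3beta kinase, cell-free · Incubation – 60 min enzyme reaction, room temperature · Signal – ADP-Glo luminescence · Also added – peptide substrate and ATP at 25 µM · Controls – DMSO neutral wells and GW8510 at 20 µM as positive · Buffer or medium – Tris/MgCl2 kinase buffer · Measure – Luminescence-derived activity versus plate DMSO and GW8510 wells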
hERG protect = hERG (human) protection from proarrhythmic block; AID 1511; Q12809; activation (rescue from dofetilide block), less the hit threshold, % at 10 µM; actives 0.51% (n = 310,000); CHO-hERG, FluxOR thallium flux, dofetilide IC70 present;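 active = activation above the mean of controls blocked by dofetilide plus 5 SD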;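 also: thallium influx through hERG after potassium depolarization seen as dye fluorescence rise; in these data hits start at about 4.7%; inactives centre near -7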
DYRK1A inh = blocks rat Dyrk1A kinase activity. Q63470. ADP-Glo luminescence, NFATc1 peptide. inhibition, % at 12.5 µM. actives 0.43% (n = 310,000). AID 504441; in the data active = inhibition above about 50%;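 also: plate controls were vehicle with enzyme for no effect and no enzyme for full effect; many of its hits are not listed in these tables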
KCNQ1 inh = blocks the human KCNQ1 potassium channel; P51787; CHO-K1 KCNQ1, FluxOR thallium flux fluorescence; stronger effect = higher value; B-score at 10 µM; actives 1.3% (n = 310,000); AID 2642;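 active = compounds whose thallium flux B-score, printed positive for inhibition, exceeds three library SD while starting fluorescence stays within three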;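 also: channel opened by potassium depolarization with thallium stimulus after 20 min compound exposure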
HDAC3 inh = inhibitors of human histone deacetylase 3 | O15379 | recombinant HDAC3, fluorogenic peptide/trypsin coupled, fluorescence | inhibition, % at 8.3 µM | actives 0.15% (n = 320,000); in the data active = inhibition above about 26%, passing the limit was not always enough
KCNK3 inh = human KCNK3 channel inhibition, primary screen; actives 0.84% (n = 340,000); B-score at 10 µM; O14649; CHO-KCNK3 thallium flux, FluxOR fluorescence; stronger effect = lower value;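 active = B-score under library mean minus 4 SD, starting fluorescence ratio at most library mean plus 5 SD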;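 also: more negative B-score means stronger inhibition of thallium flux through KCNK3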
Target sequence (O14649 whole entry, looked up): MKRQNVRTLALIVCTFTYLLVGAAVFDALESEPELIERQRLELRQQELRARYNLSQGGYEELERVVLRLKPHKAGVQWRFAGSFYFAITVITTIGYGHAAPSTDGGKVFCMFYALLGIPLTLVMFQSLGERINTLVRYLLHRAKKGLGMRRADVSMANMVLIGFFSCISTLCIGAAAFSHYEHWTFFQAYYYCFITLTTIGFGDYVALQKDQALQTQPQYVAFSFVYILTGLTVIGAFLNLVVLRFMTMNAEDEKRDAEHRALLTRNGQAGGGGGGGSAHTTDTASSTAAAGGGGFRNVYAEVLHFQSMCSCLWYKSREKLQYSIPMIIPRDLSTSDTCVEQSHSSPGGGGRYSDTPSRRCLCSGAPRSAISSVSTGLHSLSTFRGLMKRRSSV
KCNK9 inh = blocks the human KCNK9 two-pore domain potassium channel; Q9NPC2; B-score at 10 µM; AID 488922; actives 1.2% (n = 310,000); HEK293 KCNK9, FluxOR thallium flux fluorescence; stronger effect = lower value;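 active = ratio B-score over 3 SD below the library mean, with starting fluorescence within 5 SD of its mean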;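 also: negative B-score means less thallium flux so channel inhibition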
RGS4 pot = RGS4 potentiation or activation; HEK293 M3R/inducible RGS4, carbachol calcium flux Fluo4; stronger effect = lower value; B-score at 10 µM; actives 0.92% (n = 310,000); AID 463111;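 active = B-score of the integrated calcium signal more than 4 SD below the library mean, with starting fluorescence not abnormally high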;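 also: negative B-score means reduced calcium response which marks RGS4 activation or potentiation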
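Material: M3R-expressing HEK293 line, RGS4 induced by doxycycline | Schedule: Overnight RGS4 induction, 30 min dye load 37 °C, 20 min compound RT | Measured by: Fluo4 fluorescence kinetic imaging of calcium | Read-out: Integrated calcium ratio converted to B score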
PolyA inh = yeast polyadenylation inhibition; S. cerevisiae SKY197-pL101 polyadenylation reporter, beta-gal luminescence; efflux-impaired pdr1/pdr3 knockout yeast; score 100 = 6 SD above DMSO; calls only at 12 µM; actives 0.02% (n = 300,000); AID 1875;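 active = lowest replicate activity score at least 50, where 100 means six control SD above control mean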;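 also: yeast exposed to compound for 9 h at 30 °C; higher score means more reporter readthrough which indicates perturbed polyadenylation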
KCNQ1 pot = potentiates or activates the human KCNQ1 potassium channel. AID 2648. actives 0.35% (n = 310,000). B-score at 10 µM. P51787. CHO-K1 KCNQ1, thallium flux FluxOR fluorescence; stronger effect = higher value;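 active = fluorescence ratio B-score, a plate-corrected score, at least three library SD, with initial intensity B-score within 5 SD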
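Medium – assay buffer, equal DMSO in all wells · Material – CHO-K1 cell line with stable KCNQ1 potassium channel expression · Signal – kinetic FluxOR thallium fluorescence, 10-s 1-Hz baseline, 110-s post-stimulus read · Compound – single concentration per compound, DMSO matched to controls · Schedule – 37 °C overnight plating, 90-min dark dye load, 20-min compound pretreatment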
Numbers without * were called inactive; i = inactive; nt = not tested or not shown; & = joins results of further samples; ! = not active in a repeat. A portion of the library (hit frequency here may not be typical).

Under each structure: GSK3A inh	GSK3B inh	hERG protect	DYRK1A inh	KCNQ1 inh	HDAC3 inh	KCNK3 inh	KCNK9 inh	RGS4 pot	PolyA inh	KCNQ1 pot
CCCCc1cc(=O)oc2cc(C)cc(O)c12
    -2	-4	-7	21	i	9	i	i	i	i	i
O=C(c1ccc(COc2ccccc2Cl)o1)N1CCN(Cc2ccc3c(c2)OCO3)CC1
    -3&1	3&-1	-12&-15	1&-3	i	-4&6	-11*!	-12*	i	i	i
CCN(C(=O)CN1C=NS(=O)(=O)c2ccccc21)c1ccccc1
    0	4	-9	-8	i	-8	i	i	i	i	i
CC(NC(=O)c1cc(COc2ccccc2)on1)c1nccs1 (configuration not stated)
    -2	1	-2	5	i	7	i	i	i	i	i
CCOC(=O)[C@@H]1[C@H]2COc3ccc(Br)cc3[C@H]2N2C(=O)N(c3cccc(F)c3)C(=O)[C@]12C
    0	1	-7	2	i	15	i	i	i	i	i
COc1cccc(C(=O)Nc2ccncc2)c1OC
    21	-13	-4	nt	i	-3	i	i	i	i	i
Cc1ncc(CSCC(=O)Nc2cc(C(F)(F)F)ccc2Cl)c(CO)c1O
    -3	0	-5	10	i	1	i	i	i	i	i
O=C(Nc1ccccc1C(F)(F)F)c1cc(S(=O)(=O)N2CCC3(CC2)OCCO3)ccc1F
    -1	1	-9	6	i	3	i	i	i	i	i
Cc1c(Cl)c(C(F)(F)F)nn1CC(=O)NCc1ccco1
    -2	2	-15	-2	i	-5	i	i	i	i	i
Cc1cccc(S(=O)(=O)c2c(N)n(-c3ccccc3)c3nc4ccccc4nc23)c1
    1	-1	-4	4	i	-7	i	i	i	i	i
Cc1nn(-c2ccccc2)c(Cl)c1C(=O)NCCN(C)C
    -1	0	-2	nt	i	0	i	i	i	i	i
COc1ccc(NC(=O)CSCC(=O)NCc2ccco2)cc1
    0	1	-6	-11	i	0	i	i	i	i	i
Clc1ccc(CSc2nccn2Cc2ccccc2)cc1
    nt	-2	-9	0	i	5	i	i	i	i	i
COc1ccc(C(C(=O)NC2CCCCC2)N(Cc2ccco2)C(=O)c2snc(C(N)=O)c2N)cc1 (configuration not stated)
    nt	3	-12	-5	9*	nt	i	i	i	i	i
COc1ccc(O)c(/C=N/NC(=S)Nc2cccc(S(=O)(=O)N(C)C)c2)c1
    8	-20	-15	29	i	6	i	i	i	i	i

Quoted from the listing.
HDAC3 inh with CCCCc1cc(=O)oc2cc(C)cc(O)c12 is entered as 9
hERG protect with COc1ccc(C(C(=O)NC2CCCCC2)N(Cc2ccco2)C(=O)c2snc(C(N)=O)c2N)cc1 (configuration not stated) is entered as -12
DYRK1A inh with Clc1ccc(CSc2nccn2Cc2ccccc2)cc1 is entered as 0
HDAC3 inh with COc1ccc(O)c(/C=N/NC(=S)Nc2cccc(S(=O)(=O)N(C)C)c2)c1 is entered as 6
GSK3B inh with Cc1nn(-c2ccccc2)c(Cl)c1C(=O)NCCN(C)C is entered as 0
HDAC3 inh with COc1ccc(NC(=O)CSCC(=O)NCc2ccco2)cc1 is entered as 0
DYRK1A inh with Cc1cccc(S(=O)(=O)c2c(N)n(-c3ccccc3)c3nc4ccccc4nc23)c1 is entered as 4

The listing picks up, starting 5 compounds before the break.
Under each structure: GSK3A inh	GSK3B inh	hERG protect	DYRK1A inh	KCNQ1 inh	HDAC3 inh	KCNK3 inh	KCNK9 inh	RGS4 pot	PolyA inh	KCNQ1 pot
Cc1nn(-c2ccccc2)c(Cl)c1C(=O)NCCN(C)C
    -1	0	-2	nt	i	0	i	i	i	i	i
COc1ccc(NC(=O)CSCC(=O)NCc2ccco2)cc1
    0	1	-6	-11	i	0	i	i	i	i	i
Clc1ccc(CSc2nccn2Cc2ccccc2)cc1
    nt	-2	-9	0	i	5	i	i	i	i	i
COc1ccc(C(C(=O)NC2CCCCC2)N(Cc2ccco2)C(=O)c2snc(C(N)=O)c2N)cc1 (configuration not stated)
    nt	3	-12	-5	9*	nt	i	i	i	i	i
COc1ccc(O)c(/C=N/NC(=S)Nc2cccc(S(=O)(=O)N(C)C)c2)c1
    8	-20	-15	29	i	6	i	i	i	i	i
CCOC(=O)CNc1nc(C(C)(C)C)nc2c1nnn2Cc1ccccc1
    -4	-5	3	-4	i	6	i	i	i	i	i
CCOC(=O)c1c(-c2cccs2)csc1NC(=O)CN(CC)CC
    1	-1	-15	2	i	0	i	i	i	i	i
CCOC(=O)Cc1csc(NC(=O)CN2CCCCC2)n1
    0	0	-7	-2	i	-11	i	i	i	i	i
Cc1ccc(-c2nn(C)c(=O)c3ccccc23)cc1S(=O)(=O)N1CCCC1
    -4	1	-13	4	i	-2	i	i	i	i	i
CS/C(N)=N/N=C/c1ccc2c(c1)OCO2
    -5	-2	-6	12	i	-3	i	i	i	i	i
C#CCOCCOCCOCCNc1nc(N2CCN(C(=O)[C@H](CCC(=O)O)n3cc(C(N)[C@H](C)CC)nn3)CC2)nc(N2CCN(C(=O)[C@H](CCC(=O)O)n3cc(C(N)[C@H](C)CC)nn3)CC2)n1 (some centres not stated)
    0	-1	-8	-10	i	-1	i	i	i	i	i
CCC(Oc1cc(Cl)ccc1Cl)C(=O)NNC(=O)CCC(=O)O (configuration not stated)
    -1	-5	-2	8	i	-2	i	i	i	i	i
Cc1cc(NC(=O)CSc2nnc(NC(=O)C3CC(=O)N(c4ccccc4)C3)s2)no1 (configuration not stated)
    10	2	-10	2	i	-68	i	i	i	i	i
NC1=NC[C@H](c2ccccc2)N1CCc1cc(C(F)(F)F)cc(C(F)(F)F)c1
    9	-10	-4	-2	i	10	i	i	i	i	i
Cc1cc(C)n2c(SCCN3C(=O)c4ccccc4C3=O)nnc2n1
    nt	-1	-6	2	i	0	i	i	i	i	i
CCCCN1CCCC1CNC(=O)c1cc(C#N)c2ccccc2c1OC (configuration not stated)
    -1	1	-7	nt	i	-2	nt	i	i	i	i
O=C(CCn1cnnn1)Nc1ccc(F)cc1
    -2	4	-5	1	i	-3	i	i	i	i	i
COCCn1c(SCC(N)=O)nnc1-c1c[nH]c2ccccc12
    -2	1	-11	4	i	0	i	i	i	i	i
C=CCN(C(=O)c1ccc2snnc2c1)c1ccccc1
    1	-6	-1	-8	i	1	i	i	i	i	i
COc1ccccc1-c1coc2cc(O)cc(O)c2c1=O
    3	-2	-9	18	i	6	i	i	i	i	i
NS(=O)(=O)c1ccc(CCNC(=O)Cc2ccccc2[N+](=O)[O-])cc1
    nt	-1	-6	-3	i	nt	i	i	i	i	i
CCc1ccc(C(=O)NCc2ccc(Cl)cc2Cl)cc1
    -1	0	-5	2	i	2	i	i	i	i	i
Cc1ccc(C)c(NC(=S)NNc2ccc(F)cc2F)c1
    0	1	-2	6	i	-2	i	i	i	i	i
Cc1ccc(Cl)c2c1NC(=O)C2(O)CC(=O)c1ccccc1O (configuration not stated)
    -1	2	-6	5	i	0	i	i	i	i	i
Cc1sc(NC(=O)c2oc3ccccc3c2C)c(C#N)c1C
    -1	-2	-9	0	i	1	i	i	i	i	i
CN(C(=O)NC1CCCCC1)c1ccccc1
    -2	0	-13	-3	i	-1	i	i	i	i	i
Cn1nc([N+](=O)[O-])nc1Oc1ccccc1F
    3	-4	-5	6	i	-3	i	i	i	i	i
O=C(Oc1ccc(N(C(=O)c2ccncc2)S(=O)(=O)c2ccc(Cl)cc2)cc1)c1ccncc1
    0	3	-14	7	i	5	i	i	i	i	i
CCOc1ccc(OCc2ccc(C(=O)NC(C)(C)C)o2)cc1
    -2	-5	-1	0	i	5	i	i	i	i	i
CC(C)c1cc(C(=O)N2CCCC(N3CCN(c4ccccc4F)CC3)C2)nc(N)n1 (configuration not stated)
    -1	0	-13	-1	i	-3	i	i	i	i	i
Nc1nc(-c2ccc(Cl)cc2)nc(-c2ccc(Cl)cc2)n1
    -2	0	-12	-2	i	nt	i	i	i	i	i
C=CCN1C(=O)C(Cc2ccc(Br)cc2)S/C1=N\N=C\c1ccco1 (configuration not stated)
    -1	-28	-10	9	i	-6	i	i	i	i	i
O=C(Nc1ccc(NC(=O)c2cccs2)cc1)c1cccnc1
    -1	-1	-23	-2	i	-1	i	i	i	i	i
CCOCCn1c(SCC)nc2c1c(=O)[nH]c(=O)n2C
    -2	-1	-6	0	i	1	i	i	i	i	i
Cc1ccc(S(=O)(=O)N(CC(=O)Nc2cccc([N+](=O)[O-])c2)C2CCCCC2)cc1
    -2	1	-5	-7	i	-1	i	i	i	i	i
Cc1ccc(S(=O)(=O)c2cccc(S(=O)(=O)N3CCCC3)c2)cc1S(=O)(=O)N1CCCC1
    1	1	-8	2	i	-3	i	-16*	i	i	i
Oc1oc(-c2ccccc2)nc1C=NCc1ccccc1
    5	-1	-8	nt	i	2	i	i	i	i	i
COc1ccc(S(=O)(=O)NC(C)C(=O)Nc2ccccc2F)cc1 (configuration not stated)
    -1	-2	-7	-3	i	9	i	i	i	i	i
O=C1CC(SCc2nc3ccccc3[nH]2)C(=O)N1c1cccc(Cl)c1 (configuration not stated)
    -5	3	-9	-2	i	-7	i	i	i	i	i
